Screening data as filed in PubChem BioAssay.
Nrf2 activator: qHTS of Nrf2 Activators. AREc32 ARE-luciferase reporter (MCF7-derived line), luminescence, 24 h. Potency, µM (doses to about 46.1 µM), without a hit: at the top dose activation, most hits filed as activators. 0.31% of 410,000 active; also: potency is read from the fitted curve at half-maximal effect; % of control where 0% means no effect; nearly all actives have a fitted effect of over 65% in size
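Steps: seed AREc32_Fluc cells (1000/well, 5% FBS OPTI-MEM); incubate overnight at 37 deg C; add 23 nL compound; incubate 24 hr; add Steady-Glo; hold 30 min RT; read luminescence.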
ATXN viability: Viability Counterscreen for Primary qHTS for Inhibitors of ATXN expression. 0.49% of 400,000 active. S2 cells (HEK-293 line with an ATXN2-luciferase reporter) viability, CellTiter-Fluor protease fluorescence, 24 h. Potency, µM (series often up to 56.7 µM), most hits filed as cytotoxic; also: potency is read from the fitted curve at half-maximal effect; nearly all actives have a fitted effect of over 40% in size
Nrf2 inh: Nrf2 qHTS screen for inhibitors; Potency, µM (series often up to 46 µM), for the others: at the top dose activity change, negative = inhibition, usual class: inhibitors; 2.1% of 360,000 active; AID 504444, 2011; A549 ARE-Fluc reporter, luciferase luminescence, 18-24 h; also: potency is read from the fitted curve at half-maximal effect; % is scaled to controls: 0 for no effect and ±100 for the full control effect; nearly all actives have a fitted effect of over 60% in size
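A549 ARE_Fluc cells, 5000/well, 5% FBS OPTI-MEM; compounds in dose-response, 18-24 h at 37 °C/5% CO2; CellTiter-Fluor viability read (Ex 405/Em 525), then BugLite luciferase luminescence = Nrf2 activity.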
MmCpn inh: Inhibitors of TCP-1 ring complex (TRiC) of Methanococcus maripaludis (MmCpn): qHTS; Chaperonin Mm-Cpn (Methanococcus maripaludis); 0.031% of 330,000 active; purified Mm-Cpn ATPase, ADP Transcreener TR-FRET; Potency, µM (doses to about 76.9 µM), without a hit: at the top dose activity, negative = inhibition, hits mostly inhibitors; also: potency is read from the fitted curve at half-maximal effect; % is scaled to controls: 0 for no effect and ±100 for the full control effect; nearly all actives have a fitted effect of over 80% in size
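Compound-treated chaperonin, 25 nM final, turns over 10 uM ATP at 37°C for 30 min following a 10 min preincubation; ADP generated competes with ADP-d2 for Eu-cryptate antibody, lowering FRET.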
CCT chaperon mod: High-Throughput Screening for Modulators of Cytosolic Chaperonin Activity | purified chaperonin ATPase assay, HTRF ADP detection, 30 min | activity change, % (no concentration beside the values), hits read low | 0.3% of 360,000 active; in the data active = activity change below about -30%; also: % is scaled to controls: 0 for no effect and ±100 for the full control effect
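TRiC (40 or 20 nM final, by batch activity) in 30 mM Tris pH 7.4, 100 mM KCl, 5 mM MgCl2, 1 mM DTT was treated with compound at 76 uM single dose, then 10 uM ATP, 30 min at 37 °C. ADP was read by HTRF Transcreener.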
pAkt inh: HTS Assay for Inhibitors of Akt Phophorylation: Primary Screen. Neuro2A IGF-stimulated pAkt S473 HTRF, 20 min; hits give low values. activity change, % for hits at 50 µM. 0.32% of 360,000 active. AID 651550, 2012; in the data active = activity change below about -80%; inconclusive = mostly about -51% to -80%; also: % is scaled to controls: 0 for no effect and ±100 for the full control effect
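Neuro2A cells (4,500/well, DMEM with 0.5% FBS) were treated with compound at a single 50 µM final concentration, stimulated with 6 nM IGF for 20 min at 37 °C, and lysed. Phospho-Akt Ser473 was read by HTRF as 665/615 ratio ×10^4.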
HepG2 tox: qHTS for Inhibitors of TGF-b: Cytotox Counterscreen. HepG2 CAGA-GFP viability, ATP luminescence, 18 h. Potency, µM (highest dose often 46.1 µM), for inactives: at the top dose activity change, negative = cytotoxicity, actives largely listed as cytotoxic. 0.76% of 410,000 active. AID 588856, 2011; also: potency is read from the fitted curve at half-maximal effect; some results filed as inactive show a strong effect at the top dose
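HepG2 CAGA-GFP cells (1000/well, DMEM with 1% FBS) received compound, then TGF-beta at 500 pg/mL final, and were incubated 18 hours at 37 degrees C. Viability was read by CellTiter-Glo luminescence. Media-only wells were set as complete cell-killing and DMSO as no toxicity.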
A549 tox: Nrf2 qHTS screen for inhibitors: counterscreen for cytotoxicity | Potency, µM (series often up to 46 µM), inactives show at the highest dose activity change, negative = cytotoxicity, actives largely listed as inhibitors | 0.16% of 390,000 active | AID 504648, 2011 | A549 ARE-Fluc cells, CellTiter-Fluor viability, 18-24 h; also: potency is read from the fitted curve at half-maximal effect; % is scaled to controls: 0 for no effect and ±100 for the full control effect
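A549 ARE_Fluc cells in 5% FBS OPTI-MEM were exposed to compounds in concentration-response for 18-24 h at 37 deg C. Viability was read by CellTiter-Fluor fluorescence (Ex 405/Em 525) after 30 min, before the luciferase read.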
TGFb SMAD3 inh: qHTS for Inhibitors of TGF-b; HepG2 CAGA-GFP TGF-b/SMAD3 reporter, GFP fluorescence, 18 h; TGF-beta stimulated, 500 pg/mL final; Potency, µM (series often up to 46.1 µM), for the others: top-dose activity, negative = inhibition, actives largely listed as inhibitors; 1.2% of 410,000 active; AID 588855, 2011; also: potency is read from the fitted curve at half-maximal effect; % is scaled to controls: 0 for no effect and ±100 for the full control effect; nearly all actives have a fitted effect of over 65% in size
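Cell-based qHTS in HEPG2 carrying a CAGA-GFP Smad reporter; compounds added before 500 pg/mL final TGF-beta, 18 h incubation at 37 degrees C, GFP fluorescence quantified per cell by imaging cytometry.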
The depositor's hits bear a star; i = inactive; ? = inconclusive; . = not tested or not shown; & = joins results of further samples; [ ] = remark or other dose. Unless noted, calls follow the shape of the dose curve; as a rule, active = well fitted curve in the direction sought with a large enough effect; inconclusive = small, poorly fitted or top-dose-only effect, or another doubt; inactive = no such curve, though single readings can be large; an effect the other way counts as inactive or inconclusive.

| structure | Nrf2 activator | ATXN viability | Nrf2 inh | MmCpn inh | CCT chaperon mod | pAkt inh | HepG2 tox | A549 tox | TGFb SMAD3 inh |
| --- | --- | --- | --- | --- | --- | --- | --- | --- | --- |
| C[C@@]12C(=O)Nc3ccc(Cl)cc3C(=O)N1[C@H]1c3cc(Br)ccc3OC[C@@H]1[C@@H]2c1ccccc1 | 0.3% | i | ? | ? | 1.8 | i | -0.7% | -0.4% | 11.6% |
| Nc1cc(=O)[nH]c(SCc2ccc(Cl)cc2)n1 | 3.1% | i | -14.2% | -0.2% | 1.3 | i | -19.3% | -20.1% | 2.2% |
| O=[N+]([O-])c1cccc(CSc2nnc(Cc3ccccc3)n2-c2ccc(F)cc2)c1 | -0.3%[9.22 µM] | i | -2.7% | 0.6% | 0.5 | i | -12.3% | 10.3% | ? |
| Fc1ccccc1COc1ccc(C(=S)N2CCCC2)cc1 | 5.2% | i | ? | 3.6% | 1.0 | i | -30.5% | -6.2% | ? |
| O=C(CNC(=O)c1ccccc1Br)NCC(c1ccco1)N1CCCCC1 (stereo not drawn) | 0.2% | i | -2.6% | . | 1.1 | i | -2.6% | -8.9% | -3.1% |
| COCCNC(=O)C1(C)CCCN(C(=O)c2ccc(C(F)(F)F)cc2)C1 (stereo not drawn) | 0.2% | i | . | . | 0.8 | i | -3.3% | . | 7.6% |
| CC(=O)NNC(=O)c1nc(-c2ccccc2)c(C)o1 | 0.4% | i | 7.5% | -2.6% | -0.5 | i | -10.3% | 6.9% | -18.1% |
| COc1ccc(-c2nsc(NC(=O)C(C)Oc3ccc(Cl)c(C)c3)n2)cc1 (stereo not drawn) | 0.5% | . | ? | . | . | . | -40.9% | ? | ? |
| O=C(O)c1ccccc1C(=O)Nc1cc(C(F)(F)F)ccc1N1CCCC1 | -0.9% | i | -27.5% | 3.5% | -0.3 | i | 1.2% | -1.6% | 25.4% |
| COc1ccc(S(=O)(=O)N(C)c2ccc(C(=O)Nc3cccnc3)cc2)cc1 | -0.6% | i | ? | -0.4% | -0.3 | i | 7.4% | -10.7% | 0.4% |
| CCCNC(=O)Cn1nc([N+](=O)[O-])c([N+](=O)[O-])c1C | ? | i | -6.7% | -0.6% | -0.8 | i | 10.7% | -1.8% | -1.2% |
| CCn1c(=O)c(C(=O)Nc2ncccc2C)c(O)c2ccccc21 | 4.1% | i | ? | -0.7% | -4.8 | i | -17.0% | ? | 18.0% |
| CC(C)(O)C(=O)NN(C(=O)c1ccccc1)c1ccc2ccccc2c1 | -0.8% | i | . | -0.1% | -4.0 | i | 18.3% | 6.0% | -0.7% |
| COCCCNC(=O)C[C@H]1C[C@H](C(=O)N2CCCCC2)[C@@]2(C)c3[nH]c4ccc(Cl)cc4c3CCN2C1=O | -0.5% | i | -22.8% | -0.6% | -2.2 | i | 3.1% | -6.3% | 5.4% |
| O=C(OCCOc1cccc(Cl)c1)c1cc(S(=O)(=O)N2CCOCC2)ccc1F | 0.0% | i | 2.2% | -1.8% | -2.2 | i | 1.6% | 0.7% | -6.6% |
| COc1ccc([N+](=O)[O-])cc1-c1[nH]c(-c2ccc(C(=O)O)cc2)nc1-c1ccccc1 | ? | i | 19.9% | -1.1% | -2.0 | i | -1.2% | ? | -2.1% |
| COc1ccc(CCNC(=O)Cn2cnc3c(cnn3-c3ccccc3Cl)c2=O)cc1OC | 0.1% | i | -1.3% | -1.1% | 0.0 | i | -10.4% | 13.0%[1.84 µM] | ? |
| COC(=O)c1ccc(C(=O)OC)c(NC(=O)Cc2cccs2)c1 | 0.0% | . | . | . | 1.7 | i | 1.6% | . | 2.4% |
| Nn1cnc2scc(-c3cccs3)c2c1=O | 7.6% | i | -5.7% | 3.3% | 0.4 | i | -4.9% | 1.2% | -2.5% |
| CCN=C1SC(CC(=O)NCCc2ccc(OC)cc2)C(=O)N1CC (stereo not drawn) | -0.3% | i | ? | 0.9% | 0.6 | i | -8.6% | ? | -4.5% |
| COc1ccc(NS(=O)(=O)c2cccc(C(=O)N/N=C(/C)c3ccc(-n4ccnc4)cc3)c2)cc1 | 0.0% | i | -0.8% | . | 0.0 | i | 11.7% | 0.9% | 2.6% |
| Cc1ccc(NS(=O)(=O)c2ccc(NC(=O)c3cccc(NC(=O)C(C)C)c3)cc2)cc1 | 2.9% | i | ? | 3.2% | -6.9 | i | -4.0% | ? | ? |
| c1ccc(-c2cc3c(N4CCCC4)ncnc3s2)cc1 | 5.7% | i | -7.4% | 0.3% | 0.4 | i | -15.1% | 1.5% | -16.5% |
| COc1ccc(/C=C/C(=O)C2CC2)cc1Cn1nc(C)c([N+](=O)[O-])c1C | ? | i | -13.0% | -6.5% | -2.5 | i | 0.4% | 1.6% | 0.0% |
| O=C(CCN1CCOCC1)N1CCc2c([nH]c3ccccc23)C1c1cccc(Cl)c1 (stereo not drawn) | 4.5% | i | -2.8% | -0.6% | -1.8 | i | -19.7% | -4.4% | 0.0% |
| O=C(CSCc1cccc(Br)c1)N=Nc1c(O)[nH]c2ccccc12 | 2.7% | i | -15.7% | 0.9% | -1.3 | i | -37.3% | -1.6% | -3.6% |
| Cn1c(CNC(=O)c2cccs2)nnc1SCC(=O)Nc1ccccc1 | 0.3% | ? | 2.2% | 1.6% | -0.3 | i | -14.5% | -0.6% | 0.0% |
| Cc1ccc(Cn2ccc(NC(=O)c3nn(C)cc3[N+](=O)[O-])n2)cc1 | 8.0% | i | 14.5% | 1.1% | -3.3 | i | 0.7% | -4.3% | ? |
| CC(=O)Nc1ccc(C(=O)NNC(=O)c2ccccc2-n2cccc2)cc1 | -0.3% | ? | 11.4% | -5.8% | 0.9 | i | -3.7% | 0.0% | -5.6% |
| Cc1oc(-c2ccc(Cl)cc2)nc1CN1CCCN(C(=O)c2ccco2)CC1 | 4.4% | i | ? | -0.6% | -1.9 | i | -22.5% | -14.3% | ? |
| CCc1nn(CC(=O)N2CCN(C)CC2)c(=O)c2cccn12 | -1.1% | i | 13.1% | 0.8% | -3.0 | i | -6.0% | 5.4% | 1.0% |
| O=C(/C=C/c1ccc(Cl)c([N+](=O)[O-])c1)Nc1cccnc1 | ? | i | 6.1% | 3.2% | -0.5 | i | -1.0% | 4.6% | -33.2% |
| Cc1ccc(Nc2nc(N)nc(CSc3nccn3C)n2)cc1 | -0.4% | i | ? | 1.0% | -0.6 | i | -12.4% | -2.0% | 1.0% |
| COc1cc(/C=N/NC(=O)C(N)=O)ccc1OCC(=O)N1C(C)CCCC1C (stereo not drawn) | 4.3% | i | 5.7% | 0.0% | -1.0 | i | -27.7% | 0.8% | -2.0% |
| N#CC1=C(N)N=C(SCc2cccc3ccccc23)C(C(N)=O)C12CCCCC2 (stereo not drawn) | 6.1% | ? | ? | 2.5% | -1.2 | i | -18.8% | ? | ? |
| CC1CN(CCOc2ccccc2[N+](=O)[O-])CC(C)O1 (stereo not drawn) | 0.0% | i | 10.1% | 0.0% | 1.3 | i | 4.6% | 0.5% | 1.2% |
| Cc1ccc(/C=N/N=C2/NC(=O)C(CC(=O)N3CCOCC3)S2)cc1 (stereo not drawn) | -0.6% | i | -17.7% | 2.3% | 1.6 | i | 17.7% | -2.4% | 13.6% |
| CCCc1nnc(NC(=O)C2CCCO2)s1 (stereo not drawn) | 0.2% | i | 21.4% | -1.1% | -0.3 | i | 8.9% | -11.2% | -7.1% |
| CC(C)(C)n1nnnc1C(c1ccccc1)N1CCN(C(=O)C2CCCO2)CC1 (stereo not drawn) | -1.3% | i | . | . | -0.5 | i | . | . | . |
| Cc1ccc(-c2csc3ncnc(Nc4ccc(N5CCOCC5)cc4)c23)cc1 | 10.1% | ? | ? | 0.0% | 1.1 | i | -4.3% | 1.0% | -20.0% |
| COc1cc(OC)c(OC)cc1/C=N/Nc1ccc(Cl)nn1 | 0.4% | i | -3.7% | 0.3% | -0.2 | i | -0.1% | -2.2% | 6.7% |
| Cc1ccc2occ(CC(=O)N(Cc3ccc(C(C)C)cc3)C3CCS(=O)(=O)C3)c2c1 (stereo not drawn) | 0.1% | ? | ? | . | . | . | -37.0% | -17.8% | ? |
| O=c1c(N2CCN(c3cccc(C(F)(F)F)c3)CC2)csc2ccccc12 | 7.1% | i | . | . | . | . | -92.8% | -17.1% | ? |
| COc1ccc(OCc2nnc(SC(C)C(=O)Nc3nccs3)n2-c2ccccc2)cc1 (stereo not drawn) | 0.5% | i | ? | 0.2% | 0.9 | i | 15.8% | -1.8% | -24.2% |
| CCCNC(=O)c1ccc(COc2ccc(Cl)cc2)o1 | -0.4% | i | 3.1% | -0.6% | 0.1 | i | -27.5% | 0.6% | -13.2% |
| Cc1ccccc1OCC(=O)Nc1nnc(COc2ccccc2)s1 | -0.1% | i | -7.3% | . | -0.9 | i | 10.1% | -3.5% | -23.9% |
| COc1ccccc1Nc1nc(C)cs1 | 4.1%&4.0% | i | ? | -1.8%&-4.1% | 0.0&-0.3 | i | 12.9%&0.2% | 2.2%&5.8% | 4.7%&-11.4% |

Of the compounds above, these have a COOH group:
| structure | Nrf2 activator | ATXN viability | Nrf2 inh | MmCpn inh | CCT chaperon mod | pAkt inh | HepG2 tox | A549 tox | TGFb SMAD3 inh |
| --- | --- | --- | --- | --- | --- | --- | --- | --- | --- |
| O=C(O)c1ccccc1C(=O)Nc1cc(C(F)(F)F)ccc1N1CCCC1 | -0.9% | i | -27.5% | 3.5% | -0.3 | i | 1.2% | -1.6% | 25.4% |
| COc1ccc([N+](=O)[O-])cc1-c1[nH]c(-c2ccc(C(=O)O)cc2)nc1-c1ccccc1 | ? | i | 19.9% | -1.1% | -2.0 | i | -1.2% | ? | -2.1% |
